APE1 inh = inhibitors of human APE1 endonuclease | recombinant APE1, TAMRA/BHQ-2 abasic DNA cleavage fluorescence | Potency, µM (top dose mostly 65.8 µM), for inactives: at the highest dose activity change, negative = inhibition, most hits filed as inhibitors | P27695 | hit rate 0.35% among 350,000;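 note: potency is the fitted concentration of half-maximal effect; plate controls were vehicle for no effect and reference inhibitor for full effect; nearly all actives have a fitted effect of over 55% in size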
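Substrate: short duplex with […] THF abasic site, 5'-TAMRA and 3'-BHQ-2, 50 nM final. APE1 at 0.75 nM, preincubated 15 min RT with compound. Fluorescence increase from first to third read measured activity.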
POLH inh = inhibitors of human DNA polymerase eta. recombinant Pol eta, fluorescent DNA replication assay. Potency, µM (highest dose often 114 µM), inactives show at the highest dose activity change, negative = inhibition, hits mostly inhibitors. hit rate 1.2% among 390,000; note: potency is the fitted concentration of half-maximal effect; % is set by controls: 0 for no effect and ±100 for the full control effect
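Fluorescent replication assay: 50 nM final substrate added after a 15 min room-temperature compound preincubation with 10 nM enzyme. Signal taken at 0 min and again at 10 min.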
Glioma ERSR ind = inducers of ER stress response in human glioma cells | U87-MG GRP78 promoter luciferase reporter, 16 h | Potency, µM, inactives show at the highest dose activation, most hits filed as activators | hit rate 0.02% among 420,000 | AID 602332; note: potency is the fitted concentration of half-maximal effect; series mostly up to about 76 µM; % of control where 0% means no effect; nearly all actives have a fitted effect of over 35% in size
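Stably transfected U87-MG glioma cells carrying a GRP78-based luciferase sensor; 16 h compound incubation. Luminescence end-point read 10 min after Bright-Glo addition at room temperature.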
Pol kappa inh = blocks human DNA polymerase kappa activity; purified Pol kappa, fluorescent DNA synthesis assay, 10 min; hit rate 0.53% among 400,000; Potency, µM (series often up to 107 µM), inactives show top-dose activity, negative = inhibition, most hits filed as inhibitors; Q9UBT6; note: potency is the fitted concentration of half-maximal effect; % is set by controls: 0 for no effect and ±100 for the full control effect
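Pol kappa 10 nM + cpd, 15 min RT; start w/ substrate 50 nM final; fluorescence kinetic read, 0 and 10 min. Neg ctrl: buffer, no enzyme.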
Pol iota inh = blocks human DNA polymerase iota activity. Potency, µM (doses to about 115 µM), without a hit: top-dose activity, negative = inhibition, usual class: inhibitors. Pol iota fluorescent replication assay, 10 min. hit rate 1% among 390,000. AID 588590; note: potency is the fitted concentration of half-maximal effect
Target sequence (Q9UNA4 whole entry, looked up): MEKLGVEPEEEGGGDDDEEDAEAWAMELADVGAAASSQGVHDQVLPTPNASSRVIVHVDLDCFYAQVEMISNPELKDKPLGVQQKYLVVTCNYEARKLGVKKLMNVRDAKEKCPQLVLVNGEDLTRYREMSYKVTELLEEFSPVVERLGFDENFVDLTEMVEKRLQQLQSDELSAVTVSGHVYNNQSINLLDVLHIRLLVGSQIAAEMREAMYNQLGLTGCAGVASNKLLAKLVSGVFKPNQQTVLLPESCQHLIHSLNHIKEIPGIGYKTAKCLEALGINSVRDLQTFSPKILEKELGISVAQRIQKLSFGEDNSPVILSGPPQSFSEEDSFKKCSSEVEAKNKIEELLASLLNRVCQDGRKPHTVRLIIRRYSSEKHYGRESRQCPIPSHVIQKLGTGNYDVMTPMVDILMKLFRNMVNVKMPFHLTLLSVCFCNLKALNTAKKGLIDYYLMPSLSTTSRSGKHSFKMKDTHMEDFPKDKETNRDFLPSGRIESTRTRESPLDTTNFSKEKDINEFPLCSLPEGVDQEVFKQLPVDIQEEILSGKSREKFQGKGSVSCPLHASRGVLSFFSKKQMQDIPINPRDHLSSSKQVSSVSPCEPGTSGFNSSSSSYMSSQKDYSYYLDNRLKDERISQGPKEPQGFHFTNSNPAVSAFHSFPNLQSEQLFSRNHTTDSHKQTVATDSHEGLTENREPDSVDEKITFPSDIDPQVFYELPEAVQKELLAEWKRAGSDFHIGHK
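Pol iota at 10 nM preincubated 15 min with compounds at room temperature; reaction started with fluorescent substrate, 50 nM final. Fluorescence read kinetically at 0 and 10 min; buffer-only wells as negative control.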
LDHA block = LDHA (human) enzyme inhibition; P00338; purified LDHA, NADH/diaphorase-resazurin fluorescence; hits give low values; activity change, % (values are at about 110 or 230 µM); hit rate 0.15% among 480,000; AID 1347041; in the data active = activity change below about -30%; inconclusive = mostly about -25% to -30%;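 note: plate controls were DMSO wells for no effect and wells without enzyme for full effect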
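Resorufin fluorescence (ex540/em590), read at 0 and 20 min after diaphorase/resazurin addition, reports the NADH left after a 5 min room-temperature reaction of 2 nM human LDH5 with 0.06 mM NADH and 0.2 mM pyruvate.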
Apoferritin bind = candidate novel general anesthetic via apoferritin binding | P02791 | apoferritin/1-aminoanthracene competitive binding, fluorescence | Potency, µM (highest dose often 77.5 µM), for inactives: top-dose activity change, negative = displacement, hits mostly inhibitors | hit rate 0.074% among 350,000 | AID 485281; note: potency is the fitted concentration of half-maximal effect; % is set by controls: 0 for no effect and ±100 for the full control effect; nearly all actives have a fitted effect of over 20% in size
Target sequence (P02791 2-175 limits assumed): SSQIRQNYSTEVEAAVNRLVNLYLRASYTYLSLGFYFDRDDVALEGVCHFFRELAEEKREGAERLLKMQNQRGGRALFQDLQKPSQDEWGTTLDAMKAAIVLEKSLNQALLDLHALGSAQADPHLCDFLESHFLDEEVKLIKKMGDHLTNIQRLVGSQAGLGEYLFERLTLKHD
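Read-out: endpoint 1-AMA fluorescence, excitation 380 nm and emission 535 nm, after compounds sit 10 min at room temperature with 10 uM horse-spleen apoferritin in 50% saturated 1-AMA/PBS. Values come from four-parameter Hill fits.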
BLM helicase inh = blocks DNA unwinding by human BLM helicase; P54132; recombinant BLM DNA unwinding, fluorescence dequenching; Potency, µM (highest dose often 56.1 µM), for inactives: at the top dose activity change, negative = inhibition, actives largely listed as inhibitors; hit rate 0.2% among 350,000; AID 2528;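 note: potency is the fitted concentration of half-maximal effect; plate controls were vehicle for no effect and no enzyme for full effect; nearly all actives have a fitted effect of over 35% in size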
POLB inh = DNA polymerase beta (human) inhibition | P06746 | Pol beta primer extension/strand displacement, fluorescence kinetic | Potency, µM (doses to about 114 µM), without a hit: at the highest dose activity change, negative = inhibition, hits mostly inhibitors | hit rate 1.3% among 340,000 | AID 485314; note: potency is the fitted concentration of half-maximal effect; % is set by controls: 0 for no effect and ±100 for the full control effect
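Values derive from four-parameter Hill fits of normalized kinetic data: reads at 0 and 10 min following addition of 50 nM substrate to 10 nM Pol beta preincubated 15 min with compound.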
* hit, by the source's call; ? = inconclusive; / = not tested or not shown; & = joins results of further samples; [ ] = dose if it differs, or a comment. Unless noted, calls come from the whole dose curve; as a rule, active = well fitted curve in the direction sought with a large enough effect; inconclusive = small, poorly fitted or top-dose-only effect, or another doubt; inactive = no such curve, though single readings can be large; an effect the other way counts as inactive or inconclusive. Some of the compounds tested; the hit share may differ from the screen's.

1: O=C(Nc1ccc2[nH]c(=O)[nH]c2c1)c1ccc(Br)o1
2: O=C(CN1C(=O)NC2(CCc3ccccc32)C1=O)c1ccc(Br)s1 (stereo unspecified)
3: Cc1cc(Cl)ccc1NC(=O)/C=N/O
4: CCCN(CCC)C(=O)Nc1cc(Cl)ccc1OC
5: O=C1CN(C(=O)COc2ccc(Br)cc2F)c2ccccc2N1
assay / entry	1	2	3	4	5
Pol iota inh	38.9%[activator]	8.9%	47.0%[activator]	-3.9%	17.2%
Glioma ERSR ind	6.0%	-0.3%	-2.3%	0.7%	-1.2%
Pol kappa inh	-5.1%	-10.5%	-6.7%	8.1%	-4.1%
BLM helicase inh	-3.9%	/	-1.2%	-6.3%	0.3%
POLH inh	-12.8%	1.5%	-13.7%	-16.4%	-10.6%
POLB inh	13.7%	/	0.9%	3.1%	-1.0%[57.1 µM]
LDHA block	2.6	-4.0	-2.9	-0.4	-2.8
APE1 inh	13.3%	28.8%	4.7%	-3.1%	0.0%
Apoferritin bind	-1.2%	/	-8.2%	-21.8%	-16.9%

A few values from the entries so far.
compound 1 | Pol iota inh = 38.9%[activator]
compound 5 | Pol iota inh = 17.2%

Returning to the listing; the two compounds before the break are reprinted first.
4: CCCN(CCC)C(=O)Nc1cc(Cl)ccc1OC
5: O=C1CN(C(=O)COc2ccc(Br)cc2F)c2ccccc2N1
6: CCOC(=O)COn1c(=O)c(-c2ccc(OC)cc2)[n+]([O-])c2ccccc21
7: O=C(NCCc1ccccc1)c1ccc2c(c1)S(=O)(=O)c1cc(Cl)ccc1C2=O
8: CC(=O)NC1=C(C#N)C(c2ccccc2)c2c(ccc3ccccc23)O1 (stereo unspecified)
9: Cc1cc(S(=O)(=O)N2CCN(c3ccc(F)cc3)CC2)c(C)s1
10: COc1c(C)cc(C(=O)C2CCCN(C(=O)c3cc(C)nc(C)n3)C2)cc1C (stereo unspecified)
assay / entry	4	5	6	7	8	9	10
Pol iota inh	-3.9%	17.2%	8.7%	38.7%[activator]	?	-22.9%	43.5%[activator]
Glioma ERSR ind	0.7%	-1.2%	5.2%	-2.7%	-2.1%	-6.2%	-5.1%
Pol kappa inh	8.1%	-4.1%	-0.4%	-13.4%	-22.4%	-22.7%	-2.4%
BLM helicase inh	-6.3%	0.3%	-5.5%	/	-8.4%	-6.7%	-2.3%
POLH inh	-16.4%	-10.6%	-4.9%	-1.3%	0.7%	-11.3%	8.0%
POLB inh	3.1%	-1.0%[57.1 µM]	22.1%	/	-21.6%	0.9%	4.0%
LDHA block	-0.4	-2.8	4.2	-8.5	-3.9	-3.5	-12.4
APE1 inh	-3.1%	0.0%	19.1%	-2.8%	-3.1%	-2.0%	9.6%
Apoferritin bind	-21.8%	-16.9%	-7.2%	/	?	43.1%[activator]	-3.4%

11: CCOC(=O)c1cccc(NC(=O)C2CCN(S(=O)(=O)c3cnc[nH]3)CC2)c1
12: COc1ccc(NC(=O)CN2C(=O)NC3(CCCCC3C)C2=O)cc1OC (stereo unspecified)
13: CN1C(C(=O)NCc2cccs2)=CC(c2ccc(F)cc2)=NS1(=O)=O
14: CC1(C)NC(=O)N(CC(O)COc2ccccc2C(=O)N2CCCCC2)C1=O (stereo unspecified)
15: O=C(Nc1ccc(NC(=O)c2ccccc2O)cc1)Nc1ccc(F)cc1F
assay / entry	11	12	13	14	15
Pol iota inh	-17.5%	22.4%	4.2%	-14.3%	98.6%[activator]
Glioma ERSR ind	-3.5%	-3.9%	-4.9%	-6.2%	-5.0%
Pol kappa inh	0.2%	2.2%	-8.7%	-5.4%	0.5%
BLM helicase inh	-1.7%	/	-2.6%	1.5%	-9.7%
POLH inh	-13.6%	-17.0%	-19.2%	-15.7%	-7.7%
POLB inh	28.1%	/	0.1%	10.7%	10.3%
LDHA block	-9.1	-1.1	-4.8	-7.2	1.2
APE1 inh	11.1%	22.9%	24.9%	-5.0%	3.6%
Apoferritin bind	-3.6%	/	-8.3%	-8.6%	-8.6%

16: COC(=O)C(NC(=O)CCc1c(C)nc2c(c(C)nn2-c2ccccc2)c1C)C(C)C (stereo unspecified)
17: CCOC(=O)N1CCC(NC(=O)CC(NS(=O)(=O)c2ccc(C)cc2)c2ccco2)CC1 (stereo unspecified)
18: COc1ccc(-c2[nH]ncc2C=O)cc1
19: O=C(O)c1cccc(N2C(=O)C3C4C=CC(C4=C(c4ccccc4)c4ccccc4)C3C2=O)c1 (stereo unspecified)
20: Cc1cc(C)c(C(=O)COC(=O)c2cc([N+](=O)[O-])ccc2N2CCOCC2)cc1C
assay / entry	16	17	18	19	20
Pol iota inh	0.7%&19.9%	2.6%	-26.2%	27.3%	-14.7%
Glioma ERSR ind	-1.4%&-2.3%	0.5%	0.3%	-1.6%	-3.5%
Pol kappa inh	-20.9%&0.4%	0.7%	-4.7%	-9.1%	-6.1%
BLM helicase inh	0.3%&-1.6%	1.8%	1.3%	?	/
POLH inh	-2.2%&-9.2%	-11.9%	-12.5%	-7.1%	-9.4%
POLB inh	-4.9%&42.5%	-9.1%	86.3%	50.1µM*	/
LDHA block	-4.6&-0.7	-3.6	0.0	-9.7	1.5
APE1 inh	-8.9%	0.2%	?	2.7%	0.9%
Apoferritin bind	-6.3%&-1.3%	-5.3%	-5.9%	-5.2%	/

21: CC(=O)Oc1ccc(-c2csc(Nc3cccnc3)n2)cc1
22: CCCCCCNC(=O)N1C/C=C\C(c2ccc(OC)cc2)N(Cc2ccc(F)cc2)C(=O)C1 (stereo unspecified)
23: O=C(CSCc1c(Cl)cccc1Cl)Nc1ccc2c(c1)OCO2
24: CCOc1ccc(S(=O)(=O)N2CCN(c3ccccc3)CC2)c2cccnc12
25: O=C(CCS(=O)(=O)c1ccccc1)Nc1ccc(N2CCN(Cc3ccccc3)CC2)cc1
assay / entry	21	22	23	24	25
Pol iota inh	4.4%	-11.3%&-12.5%	?	17.0%	13.6%
Glioma ERSR ind	3.1%	-3.2%&-3.0%	0.2%	-0.4%	1.9%
Pol kappa inh	-15.6%	-11.7%&0.2%	-13.8%	-9.9%	-22.1%
BLM helicase inh	-4.2%	-7.3%&-8.8%	-12.4%	-2.7%	/
POLH inh	2.0%	-18.5%	-3.8%	-15.3%	-6.0%
POLB inh	-0.3%	0.8%	-2.8%	?	/
LDHA block	-5.7	0.6	-0.7	9.4	-6.4
APE1 inh	-0.4%	15.1%&-1.7%	13.2%	-1.4%	46.7%
Apoferritin bind	-7.4%	7.3%&-19.5%	-19.3%	-11.3%	/

26: COc1ccccc1-n1c(=O)n(C)c2c(C(N)=O)nc(-c3cccc(OC)c3OC)nc21
27: Cc1ccc2c(c1)N(C(=O)CCC(=O)NCCCN1CCOCC1)CCO2
28: O=C(Nc1ccccc1OCc1cc(=O)n2ccccc2n1)c1ccccc1F
29: CC(=O)Nc1cccc(N2CCCC2=O)c1
30: CC(C)(C)c1cc(NC(=O)c2cccnc2)no1
assay / entry	26	27	28	29	30
Pol iota inh	-7.9%	-9.8%	15.0%	60.7%[activator]	-3.9%
Glioma ERSR ind	2.2%	-2.9%	0.7%	-4.0%	1.2%
Pol kappa inh	1.4%[60.1 µM]	-3.0%	-14.3%[60.1 µM]	-5.6%	-7.3%
BLM helicase inh	-0.3%	-2.7%	-2.5%	-2.5%	-3.0%
POLH inh	-5.5%	-6.2%	-9.9%	-4.1%	-10.3%
POLB inh	0.2%	56.9%	0.9%	39.9%	11.1%
LDHA block	4.9	-0.8	-5.2	-3.2	-4.3
APE1 inh	/	-1.3%	/	13.1%	-0.5%
Apoferritin bind	4.8%	-10.7%	-14.7%	5.5%	-18.1%

31: NC(=S)NN=C1c2ccccc2-c2ccccc21
32: CNC(=O)/C(C#N)=C\c1cc(C)n(-c2ccc(N3CCOCC3)cc2)c1C
33: CCOc1ccc(NC(=O)COC(=O)Cn2cnnn2)cc1OCC
34: Cc1ccc2cc(CCl)c(Cl)nc2c1
35: CCOC(=O)c1ccc(NC(=O)Nc2cc(C)on2)cc1
assay / entry	31	32	33	34	35
Pol iota inh	-28.2%	25.8%	-6.7%[58.9 µM]	28.0%	-2.1%
Glioma ERSR ind	-5.1%	-1.3%	-5.3%	-0.6%	-1.2%
Pol kappa inh	-3.8%	-2.2%	3.3%	5.2%	-0.3%
BLM helicase inh	-3.5%	-3.0%	-2.0%	-0.5%	-13.7%
POLH inh	-6.7%	-11.0%	-8.3%	-17.1%	-12.7%
POLB inh	2.1%	14.6%	9.5%	-15.5%	7.3%
LDHA block	-8.1	2.1	1.1	-0.6	-3.1
APE1 inh	17.8%	0.9%	-5.9%	-6.1%	1.6%
Apoferritin bind	-8.7%	2.8%	-4.2%	-13.0%	6.2%

36: COc1cc(/C=C2\SC(=N)N(c3ccc4c(c3)OCO4)C2=O)cc(OC)c1O
37: CCCN(CCC)C(=O)CN1C(=O)CSc2ccc(S(=O)(=O)N3CCC(C)CC3)cc21
38: Cc1ccc(C(C)C)c(OCC(=O)N/N=C/c2cccn2C)c1
39: CC1(C)CC2(CCO1)OC(=O)CC2C(=O)Nc1ccc(Cl)cc1[N+](=O)[O-] (stereo unspecified)
40: O=C(Nc1ccccc1)C1=C[C@@H](c2ccc(C(F)(F)F)cc2)C[C@@H](OCc2ccc(CO)cc2)O1
41: Nc1nc(Nc2ccccc2F)sc1C(=O)c1ccc(Cl)cc1
assay / entry	36	37	38	39	40	41
Pol iota inh	?	18.8%	21.1%	137.6%[activator]	5.2%	8.9%
Glioma ERSR ind	-6.4%	-1.9%	-4.0%	-4.5%	-2.2%	13.2%
Pol kappa inh	-17.6%	-4.1%	-11.4%	-3.8%	5.0%	6.0%
BLM helicase inh	-6.8%	-3.2%	-7.6%	-2.2%	-14.6%	-10.1%
POLH inh	-26.8%	-13.3%	-6.9%	-16.8%	-18.4%	-22.4%
POLB inh	-11.6%	-1.5%	18.3%	10.4%	?	13.3%
LDHA block	0.9	-12.1	-5.5	-2.9	3.2	-0.5
APE1 inh	-0.6%	/	12.7%	?	-7.2%	/
Apoferritin bind	-12.3%	?	-6.0%	1.2%	-8.4%	-3.4%
